# Bioassay records: PubChem BioAssay, Icahn School of Medicine at Mount Sinai
# RBX1-CUL1 inh: inhibitors of human ROC1-CUL1 ubiquitin ligase activity; in vitro K48 di-Ub FRET, acceptor:donor ratio, 45 min; inhibition, % at 10 µM; 140,000 tested, 0.6% active; AID 1347404; in the data active = inhibition above about 25%
# Target sequence (P62877 whole entry, looked up): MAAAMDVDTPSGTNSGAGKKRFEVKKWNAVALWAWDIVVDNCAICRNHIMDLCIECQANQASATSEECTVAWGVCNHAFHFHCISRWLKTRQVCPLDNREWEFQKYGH
# Target sequence (Q13616 whole entry, looked up): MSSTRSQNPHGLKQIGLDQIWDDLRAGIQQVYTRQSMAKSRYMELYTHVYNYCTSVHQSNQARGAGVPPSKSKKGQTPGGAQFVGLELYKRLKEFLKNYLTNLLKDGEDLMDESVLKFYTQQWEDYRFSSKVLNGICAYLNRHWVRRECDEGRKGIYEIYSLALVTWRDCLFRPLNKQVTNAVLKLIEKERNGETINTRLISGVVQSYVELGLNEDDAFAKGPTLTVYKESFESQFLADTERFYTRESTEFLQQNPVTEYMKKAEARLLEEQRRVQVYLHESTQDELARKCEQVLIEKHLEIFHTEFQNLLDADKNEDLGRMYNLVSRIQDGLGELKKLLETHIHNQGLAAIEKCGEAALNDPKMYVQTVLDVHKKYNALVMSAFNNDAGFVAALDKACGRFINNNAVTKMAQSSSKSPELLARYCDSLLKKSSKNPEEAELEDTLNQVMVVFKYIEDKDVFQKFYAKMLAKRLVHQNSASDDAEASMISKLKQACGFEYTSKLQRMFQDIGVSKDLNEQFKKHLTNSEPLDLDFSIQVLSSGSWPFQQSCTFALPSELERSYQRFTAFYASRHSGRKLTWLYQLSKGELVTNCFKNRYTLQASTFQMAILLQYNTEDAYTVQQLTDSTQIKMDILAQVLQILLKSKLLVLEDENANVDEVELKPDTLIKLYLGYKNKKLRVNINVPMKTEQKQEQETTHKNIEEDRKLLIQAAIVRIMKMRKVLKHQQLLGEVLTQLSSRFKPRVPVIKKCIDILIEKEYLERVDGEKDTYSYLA
# Active calls of the source: *.
# Start of the data: the first 15 records, to show the layout:
SMILES,RBX1-CUL1 inh
CCCn1c(SCc2nc(-c3ccc(OC)cc3OC)no2)nnc1-c1ccc(Cl)cc1,-2
CCC1CCCCN1CC(=O)Nc1cc(C)c2c(=O)oc3ccccc3c2n1 (stereo unspecified),-12
O=C(Nc1nc(-c2ccccc2)c(C(=O)c2ccccc2)s1)c1ccccc1,-1
Cc1oc(-c2cccc(NC(=O)CCc3cccnc3)c2)nc1CNC(=O)c1ccc2c(c1)OCCO2,7
CN1CCN(C2CC(=O)N(c3ccc(Oc4ccccc4)cc3)C2=O)CC1 (stereo unspecified),0
Cc1ccc(-n2nc(C)c3c(C(=O)NCCc4ccc(S(N)(=O)=O)cc4)cc(C)nc32)cc1,0
CCN(Cc1ccccc1)C(=O)c1ccc(Br)cc1,-5
CCCCn1c(=O)nc2n(-c3ccc(Cl)cc3)c3ccccc3cc-2c1=O,-1
COc1ccc(NC(=O)C(=O)NCC(c2ccc3c(c2)OCO3)N2CCN(C)CC2)cc1 (stereo unspecified),1
CCN(CC)c1ccc(/C=N/Nc2nncc(-c3ccccc3OC)n2)c(OC)c1,8
CCCOc1ccc(-c2nc(SCC(=O)c3ccc(Cl)cc3)n[nH]2)cc1,-1
CCn1c(COc2ccc(Cl)cc2)nnc1SCC(=O)Nc1ccccc1OC,-4
Cc1noc(NS(=O)(=O)c2ccc(NC(=O)c3ccccc3)cc2)c1C,6
OCc1cccc[n+]1CCc1ccccc1,2
COc1cc(NC(=S)N2CCN(c3cccc(Cl)c3)CC2)c(OC)cc1Cl,17

# The whole of this part (from the top)
SMILES,RBX1-CUL1 inh
CCCn1c(SCc2nc(-c3ccc(OC)cc3OC)no2)nnc1-c1ccc(Cl)cc1,-2
CCC1CCCCN1CC(=O)Nc1cc(C)c2c(=O)oc3ccccc3c2n1 (stereo unspecified),-12
O=C(Nc1nc(-c2ccccc2)c(C(=O)c2ccccc2)s1)c1ccccc1,-1
Cc1oc(-c2cccc(NC(=O)CCc3cccnc3)c2)nc1CNC(=O)c1ccc2c(c1)OCCO2,7
CN1CCN(C2CC(=O)N(c3ccc(Oc4ccccc4)cc3)C2=O)CC1 (stereo unspecified),0
Cc1ccc(-n2nc(C)c3c(C(=O)NCCc4ccc(S(N)(=O)=O)cc4)cc(C)nc32)cc1,0
CCN(Cc1ccccc1)C(=O)c1ccc(Br)cc1,-5
CCCCn1c(=O)nc2n(-c3ccc(Cl)cc3)c3ccccc3cc-2c1=O,-1
COc1ccc(NC(=O)C(=O)NCC(c2ccc3c(c2)OCO3)N2CCN(C)CC2)cc1 (stereo unspecified),1
CCN(CC)c1ccc(/C=N/Nc2nncc(-c3ccccc3OC)n2)c(OC)c1,8
CCCOc1ccc(-c2nc(SCC(=O)c3ccc(Cl)cc3)n[nH]2)cc1,-1
CCn1c(COc2ccc(Cl)cc2)nnc1SCC(=O)Nc1ccccc1OC,-4
Cc1noc(NS(=O)(=O)c2ccc(NC(=O)c3ccccc3)cc2)c1C,6
OCc1cccc[n+]1CCc1ccccc1,2
COc1cc(NC(=S)N2CCN(c3cccc(Cl)c3)CC2)c(OC)cc1Cl,17
COc1ccc(CNC(=O)C(=O)Nc2cc(Cl)ccc2OC)cc1,2
CC(=O)c1cc2c(cc1NC(=O)c1ccco1)OCO2,-5
Cc1ccc2c(Sc3ccc(Cl)cc3)c(C(=O)N3CCC(C)CC3)[nH]c2c1,4
O=C(Nc1nnc(S(=O)(=O)N2CCCc3ccccc32)s1)c1cccc(Cl)c1,4
CCOC(=O)c1nnc2c(-c3ccc(OC)cc3)c(C)nn2c1C,4
Cc1ccc(C(=O)C2C(=O)C(=O)N(CCCC(=O)O)C2c2ccccc2)cc1 (stereo unspecified),-9
Cc1ccnc(NC(=O)c2ccccc2F)n1,8
O=C(NCCCc1nc2ccccc2n1Cc1ccc(Cl)cc1)c1ccco1,-4
O=C(COC(=O)c1ccccc1-c1ccccc1)c1ccc(Br)cc1,-6
Cc1ccc(/C=C2/CC(C)C/C(=C\c3ccc(C)o3)C2=O)o1 (stereo unspecified),11

# Retrieved by compound from above (2):
SMILES,RBX1-CUL1 inh
COc1ccc(NC(=O)C(=O)NCC(c2ccc3c(c2)OCO3)N2CCN(C)CC2)cc1 (stereo unspecified),1
Cc1ccc(/C=C2/CC(C)C/C(=C\c3ccc(C)o3)C2=O)o1 (stereo unspecified),11

# (cont.)
SMILES,RBX1-CUL1 inh
Cc1occc1C(=O)NC1CCN(Cc2ccccc2)CC1,3
Cc1cccc(Cc2c(C)nc3nc(SCC(=O)NC4CCCCC4)nn3c2C)c1,12
CN(C)c1ccc(/C=C2\C(=O)/C(=C\c3ccc(N(C)C)cc3)C3CCC2N3C)cc1,8
Cn1c(=S)[nH]c2sc3c(c2c1=O)C(C(=O)O)CC3 (stereo unspecified),2
O=C1CCCC(=O)C1=C1SCCCS1,-2
Cc1c(Cl)cccc1NC(CC(=O)c1ccccc1)C(=O)O (stereo unspecified),4
CCOc1ccc2nc3sc(C(=O)Nc4cc(C)ccc4C)c(N)c3cc2c1,1
O=C1c2ccccc2C(=O)C12OC(c1ccccc1)C1(C(=O)c3ccccc3C1=O)C2c1ccc([N+](=O)[O-])cc1 (stereo unspecified),1
Clc1ccc(-n2cnc3cccnc32)cc1,-9
Cc1ccc(NCN2C(=O)S/C(=C/c3ccc(C)o3)C2=O)cc1,2
COc1cccc(NC(=O)C2CCN(S(=O)(=O)c3c(C)noc3C)CC2)c1,-2
NS(=O)(=O)c1ccc(CCNC(=O)c2cccc(Cl)c2)cc1,-1
Oc1cccc(Oc2c(F)c(N3CCCCC3)nc(F)c2Cl)c1,-3
O=C1CCCN1CCCC(=O)N1CCCC(CCc2ccccc2)C1 (stereo unspecified),-11
CC(C)Sc1nc(Cl)c(SC(C)C)c(C#N)c1Cl,-8
Cc1ccc(NC(=O)CCCn2c(=O)c3cccn3c3ccccc32)c(Cl)c1,8
CCOc1ccc(S(=O)(=O)Nc2ccc(Cl)cn2)cc1C(C)(C)C,-4
NC(=O)c1ccc(C2CCCN2Cc2cccc(Oc3ncccn3)c2)s1 (stereo unspecified),11
CCCCNC(=O)c1cc2c(=O)n3cc(C)ccc3nc2n1C,9
CCCC1Oc2c(Cl)nc(C)nc2NC1=O (stereo unspecified),2
O=C(NC1CC(=O)N(c2ccccc2)C1)c1ccc(S(=O)(=O)N2CCOCC2)cc1 (stereo unspecified),9
CSc1nc(C2CC2)cc(-c2ccc(Br)cc2)c1C#N,2
OCCc1cn(CC2CCN(Cc3cccc4ncccc34)CC2)nn1,11
Cc1ccccc1CNC(=O)c1ccc(NS(C)(=O)=O)c(C)c1,8
O=C(CCCn1cncn1)N1CCOC(Cc2ccccc2Cl)C1 (stereo unspecified),-4

# Further records.
SMILES,RBX1-CUL1 inh
COC(=O)C(NC(=O)c1ccc(Cl)cc1)(Nc1ncc(Cl)cc1Cl)C(F)(F)F (stereo unspecified),4
CCN(CC)c1ccc(/C=C2\C(=O)NC(=O)N(C3CCCCC3)C2=O)c(OC)c1,-12
CN1CCCC2(CCN(Cc3ccc(-c4ccccc4Cl)o3)C2)C1=O (stereo unspecified),2
C=CCOc1cccc(C(=O)N2CCC(Cc3ccc(OC)cc3)(C(=O)OCC)CC2)c1,-1
O=S(=O)(NCc1cccnc1N1CCCCCCC1)c1ccsc1,8
COc1cccc(CNC(=O)c2c(C)nn(-c3cccc(C)c3)c2-n2cccc2)c1,2
COc1ccccc1CNC(=O)c1nn(-c2ccc(C)cc2)c(=O)c2c1c1ccccc1n2C,0
O=C(NCCc1ccccc1)c1ccc2c(c1)N(Cc1ccccc1F)C(=O)c1ccccc1S2=O (stereo unspecified),-5
CC(CS(=O)(=O)c1ccc2ccccc2c1)N1CCN(C)CC1 (stereo unspecified),-2
CCC(=O)NNC(=S)NC(=O)c1ccc(C)cc1,7
CCOCc1nnc(NS(=O)(=O)c2ccc(F)cc2)s1,-9
CC(C)(C)CN1CCCC(O)(CNCc2cccc3[nH]ccc23)C1=O (stereo unspecified),3
CCCCOc1ccc(C(=O)Nc2ccc3nc(SCC(=O)N4CCCC4)sc3c2)cc1,2
N#CC1C(=N)Oc2n[nH]c(C(F)(F)F)c2C1c1ccccc1OCc1ccccc1Cl (stereo unspecified),6
Cn1c(=O)n(CCc2ccccc2)c(=O)c2c1nc1oc(C(C)(C)C)cn12,-10
CCOc1cc(CC2=NC(=O)N(Cc3ccccc3)C2=O)ccc1OCC(N)=O,-2
Oc1c(CN2CCOCC2)ccc2c3c(oc12)CCCC3,-5
COCN1CCN=C1CC(O)(c1ccccc1)c1ccccc1,-4
CCOC(=O)c1sc2ccccc2c1S(=O)(=O)Nc1ccc(CC)cc1,-1
O=C(COc1ccc(Cl)cc1)NCCc1csc(-c2ccc(F)cc2)n1,-16
CC(C)c1cccc(C(C)C)c1NC(=O)C(F)(F)C(F)(F)C(F)(F)F,-11
CCn1c(=O)c2c3c(sc2n(C)c1=O)CCC3,5
COC(=O)c1cccc(NC(=O)COc2ccc(-c3ccccc3)cc2)c1,2
CCCCn1cc(S(=O)(=O)c2ccc(C)c(C)c2)c(=O)c2cc(F)c(N3CCN(C)CC3)cc21,-5
COc1cnnc(SC(=N)N)c1OC,2

# Carrying on:
SMILES,RBX1-CUL1 inh
O=C(/C=C/c1ccc(F)c(F)c1)NCC1CC(Cc2ccc(F)cc2)=NO1 (stereo unspecified),4
Cc1ccc(-n2cnc(N)c2C(=O)c2ccc(Br)cc2)cc1,3
CCCCOc1cccc(NC(=O)C2CC2)c1,4
Cc1cc(C)cc(NC(=S)N2CCC(O)CC2)c1,2
COCCc1noc(-c2ccc(N(C)Cc3ccon3)nc2)n1,0
CCc1noc(C)c1C(=O)Nc1cccc(C)c1C,1
Cc1cc(C)cc(NC(=O)CSc2nnc(CNC(=O)c3c(F)cccc3Cl)o2)c1,-1
CCOC(=O)c1ccc(NC(=O)c2nc(SCc3ccccc3F)ncc2Cl)cc1,9
CC(=O)N1CCCc2ccc(NS(=O)(=O)c3ccc(C)c(C)c3)cc21,9
COCCn1c(=O)c2c(nc3n2CCCN3c2cccc(C)c2)n(C)c1=O,-3
FC(F)(F)C1=Nc2ccccc2N=C(c2ccc3ccccc3c2)C1,7
Cc1csc(NC(=O)C2CC(O)CN2C(=O)Oc2ccccc2)n1 (stereo unspecified),-8
CN(C)CCCn1c(COc2ccccc2)nc2ccccc21,-1
Cc1c(CC(=O)NCCc2ccncc2)c2c(n1CC(C)C)CC(C)(C)CC2=O,-8
COc1ccc(NC(=O)c2sc3nc4cc(C)ccc4cc3c2N)c(OC)c1,-3
CCCOc1ccc(C2Nc3ccccc3C(=O)N2c2ccc(Cl)c(Cl)c2)cc1 (stereo unspecified),-6
N#CCN1C(=O)C(OC(=O)c2ccccc2)C(OC(=O)c2ccccc2)C1=O (stereo unspecified),-3
Cc1c(C#N)c2nc3ccccc3n2c(=O)c1=Cc1c(O)n(-c2ccccc2)[nH]c1=O,-1
Cc1cccc(-c2nc(Cn3c(=O)cc(-c4ccccc4)c4c(C)nn(C)c43)c(C)o2)c1,-8
COc1ccccc1C(=O)NC1CCCC1,-4
Cc1ccccc1CCC1CCCN(C(=O)CN(C)Cc2cccnc2)C1 (stereo unspecified),3
COc1ccc(CC(=O)Nc2ccccc2F)cc1,-3
COc1ccc(C2C3C(=O)N(c4ccc(Br)cc4)C(=O)C3ON2c2ccccc2)cc1 (stereo unspecified),4
CC1=NC2=C(C(=O)CC(C)(C)C2)C(c2ccccc2OC(F)F)C1[N+](=O)[O-] (stereo unspecified),8
Cc1cc2c(c(C)c1Cl)CN(Cc1ccc3c(c1)OCO3)CO2,-2

# Further entries.
SMILES,RBX1-CUL1 inh
Cc1ccc(C(=O)C2C(=O)C(=O)N(c3ncccn3)C2c2ccc(Br)cc2)o1 (stereo unspecified),0
COc1ccc(-n2nc(C(=O)Nc3ccc(C(C)=O)cc3)nc2-c2ccccc2)cc1,-1
Cc1ccccc1NC(=O)c1c(NC(=O)c2cccc(Br)c2)sc2c1CCCC2,3
COc1cc(OC)c(NC(=O)Cn2c(=O)cc(C)c3c(C)nn(-c4ccc(C)cc4)c32)cc1Cl,-4
COc1ccc(C(=O)N2CCC(c3c[nH]c4ccccc34)(c3c[nH]c4ccccc34)CC2)cc1,-1
CCc1ccc(/C=C(/C#N)c2nc(-c3ccc(C)cc3)cs2)cc1,-9
CCCNC(=O)c1nnn(-c2ccc(C)c(C)c2)c1C,-1
Cc1cc(C)c(-n2nnnc2SCC(=O)N2CCCCC2)c(C)c1,-1
Cc1cc(Nc2ccc(F)cc2)nc(-n2nc(C)cc2C)n1,6
CCC1CN(C(=O)c2ccc(N(C)Cc3ccccn3)nc2)CCN1C(C)C (stereo unspecified),-3
CCOc1c(CC2C(=O)Nc3ccc(Br)cc32)cccc1OC (stereo unspecified),11
CN(C[Si](C)(C)C)C(=O)c1ccccc1O,-2
Cc1cc(Br)ccc1S(=O)(=O)NC1CC(C)(C)NC(C)(C)C1,3
COc1ccc(-c2cc(C(F)(F)F)nc(SCCC(=O)Nc3ccc(OC)c(OC)c3)n2)cc1,7
O=c1[nH]c(=O)n(CCc2ccccc2)c2nccc(-c3ccccc3)c12,-1
CC(=O)N1c2ccc(S(=O)(=O)N3CCN(c4cc(Cl)ccc4C)CC3)cc2CC1C (stereo unspecified),6
O=C(Cn1nc(C(F)(F)F)c2c1CCC2)Nc1cc(C(F)(F)F)ccc1Cl,-3
Cn1c(O)c(N=NC(=O)COc2cc(Cl)ccc2Cl)c2cc(Br)ccc21,6
COC(=O)C1C(=N)N(c2ccccc2C(F)(F)F)C2=C(C(=O)CC(C)(C)C2)C1c1ccc2c(c1)OCO2 (stereo unspecified),0
CCc1csc(CNC(=O)c2ccc(N(C)Cc3cnccn3)nc2)n1,-4
COc1ccc2c(c1)c1c(c(=O)n(-c3ccc(OC)c(OC)c3)c(=O)n1Cc1ccccc1F)n2C,-7
O=C(O)c1cc(-c2ccccc2)n(-c2ccccc2)n1,-3
CCC(=O)N1c2ccc(Br)cc2-c2nnc(SC)nc2OC1c1ccsc1 (stereo unspecified),-6
Cc1ccc(C2CC(c3ccccc3)Oc3ccccc32)cc1 (stereo unspecified),3
CCOc1ccc(NC(=O)c2c(C)nn(-c3ccc(F)cc3)c2-n2cccc2)cc1,-8
Cc1ccc(Cl)cc1NC(=O)COc1c(C)cc(Br)cc1C,-3
O=C(CNC(=O)c1ccc2c(c1)OCO2)N/N=C/c1ccc([N+](=O)[O-])o1,-3
Cc1c(C)n(Cc2ccccc2)c2ccc(C(=O)Nc3ccc(F)cc3F)cc12,1
CN(Cc1ccccc1)C(=O)NC1(C(F)(F)F)Oc2ccccc2O1,4

# These rows are one share of the data; count on the stated rates, not on these rows.
